# TAG inh: reduces triacylglycerol accumulation in H9c2 cells; AID 651582; Nile Red lipid (TAG) fluorescence; cells loaded with 200 µM oleic acid; actives 0.66% (n = 230,000); inhibition, % at 12.5 µM;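 active = pattern-corrected inhibition of lipid staining of at least 50% with the nuclear-stain viability signal not falling by more than 50%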;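 also: 0% = DMSO wells and 100% = triacsin C control wells; some results filed as inactive read as strong as hits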
# TAG inh DAPI viability: second read-out of TAG inh, no call of its own (marks repeat the call); DAPI nuclei signal change (viability), lower = more cytotoxic, %;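 whole-well DAPI fluorescence read on a plate reader as a viability signal; minus 50 percent equals half of cells still viable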
# Numbers without * were called inactive. The list is partial; rates above refer to the full screens.
SMILES,TAG inh,TAG inh DAPI viability
Cc1cccc(N2CCN(C(=O)CN3CCOc4ccccc43)CC2C)c1 (stereo not drawn),-1,4
O=C1c2ccc(Br)cc2C(=O)N1c1ccc(Cl)cn1,10,-8
Cc1ccccc1C(=O)NNc1ccc(-c2csnn2)cc1,11,-3
O=C(O)CC(NC(=O)CCC1CCCCC1)c1cc([N+](=O)[O-])ccc1Cl (stereo not drawn),13,0
Cc1ccccc1NC(=O)NCC1CCN(C(=O)OC(C)(C)C)CC1,-18,3
CN(C)c1ncnc2c1ncn2[C@H]1CN(CCN2CCOCC2)C[C@@H](CO)O1,-12,1
O=C(CSc1ncn[nH]1)NC12CC3CC(CC(C3)C1)C2,3,-3
C=CCn1c(SCc2cccc(C#N)c2)nnc1-c1ccccc1O,4,-3
O=C(CNC(=O)c1ccccc1F)N/N=C\C=C\c1ccccc1,0,0
CCC(=O)Nc1cccc(C(=O)/C=C/c2cc(Br)ccc2OC)c1,10,-7
Cc1ccc(S(=O)(=O)N2C[C@H]3n4c(=O)ccc(=O)n4C[C@H](OC(=O)NC4CCCC4)[C@@]3(O)C2)cc1,26,-18
CC(=O)NS(=O)(=O)c1ccc(NC(=O)/C=C/c2ccc(C)o2)cc1,4,3
O=C(CN1C(=O)NC2(CCCCC2)C1=O)Nc1cccc(S(=O)(=O)N2CCCC2)c1,-8,3
CCOC(=O)c1ccc(N2C(=O)C(CC(N)=O)N(CCc3ccc(OC)c(OC)c3)C2=S)cc1 (stereo not drawn),10,-1
CCc1nc2ccc(C(=O)Nc3cccc(NS(C)(=O)=O)c3)cn2c1N(CC)CCOC,11,3
CC1CC(C)CN(c2ccc(C(=O)OCC(=O)NC3CCCc4ccccc43)cc2[N+](=O)[O-])C1 (stereo not drawn),-10,8
CN(C)S(=O)(=O)c1cccc(NC(=O)COC(=O)CCc2nc3ccccc3s2)c1,-5,2
O=C(c1ccc(S(=O)(=O)Nc2cccc(C(F)(F)F)c2)cc1)N1CCC1,-5,-3
COc1ccc2cc(Br)ccc2c1CC(=O)NCC1CCCO1 (stereo not drawn),-1,-9
O=C(OCC(=O)N1CCN(C(=O)c2ccco2)CC1)c1cccc(F)c1,-2,-8
Cc1nc2ccc([N+](=O)[O-])cc2c(=O)n1Cc1ccc(F)cc1,-6,2
COC(=O)c1ccc([C@H]2CC(=O)O2)cc1,5,3
CCCOc1c(OC)cccc1C1CC(=O)Nc2cc3c(cc21)OCCO3 (stereo not drawn),-43,0
CN(Cc1ccccc1)C(=O)COC(=O)c1cc(Cl)nc(Cl)c1,-2,4
O=C(Nc1ccccn1)C1CCN(S(=O)(=O)c2ccc3c(c2)OCCO3)CC1,-10,0
O=C(C[C@@H]1C/C=C\C[C@H](NC(=O)OCC2c3ccccc3-c3ccccc32)C(=O)OC[C@H]2CCCN2C1=O)NCCO,-13,9
c1ccc(-c2noc(CN3CCc4sccc4C3)n2)cc1,-7,7
C[C@H](CO)N1C[C@H](C)[C@@H](CN(C)Cc2ccncc2)Oc2c(NS(=O)(=O)c3ccc(F)cc3)cccc2C1=O,-6,11
Cc1cnn(C(=O)Cn2nc(C(F)F)c(Br)c2C)c1,5,7
Cc1cc(C)n2ncc(/C(N)=N/OC(=O)c3ccccc3F)c2n1,5,-9

# Whole records from above. Order of screens: TAG inh, TAG inh DAPI viability
# COC(=O)c1ccc([C@H]2CC(=O)O2)cc1 as listed: 5, 3
# CN(Cc1ccccc1)C(=O)COC(=O)c1cc(Cl)nc(Cl)c1 as listed: -2, 4
# C[C@H](CO)N1C[C@H](C)[C@@H](CN(C)Cc2ccncc2)Oc2c(NS(=O)(=O)c3ccc(F)cc3)cccc2C1=O as listed: -6, 11
# O=C(Nc1ccccn1)C1CCN(S(=O)(=O)c2ccc3c(c2)OCCO3)CC1 as listed: -10, 0
# c1ccc(-c2noc(CN3CCc4sccc4C3)n2)cc1 as listed: -7, 7

# (listing goes on)
SMILES,TAG inh,TAG inh DAPI viability
CCOC(=O)Nc1ccc2c(c1)OCO2,27,-9
COc1ccc(NC(=O)c2cccc(NS(=O)(=O)c3ccccc3)c2)cc1,-1,-3
CCN1C[C@@H]2[C@@H]3C(=O)N(Cc4ccccc4)C(=O)[C@@H]3[C@](CC)(C1=O)N2C(=O)c1ccc(Br)cc1,-21,-3
Cc1ccc(-c2cnc(C(O)c3ccc(C)cc3)[nH]2)cc1 (stereo not drawn),-5,-8
Cc1ccccc1C(=O)NCC(=O)OCCOc1ccc(C(C)C)c(C)c1,-6,-4
Cc1ccc(NC(=O)C2CCCO2)c(Br)c1 (stereo not drawn),5,-4
Cc1ccc(NC(=S)N(Cc2ccccc2)Cc2cccs2)c(C)c1,-2,-3
COc1ccc(NC(=O)c2c(Nc3ccccc3)sc(C(=O)c3ccc(F)cc3)c2N)cc1,-6,-1
Cc1ccc(NC(=O)CCS(=O)(=O)c2ccccc2)cc1S(=O)(=O)N1CCCCCC1,-9,-1
CC(C)(C)N1CC(C(=O)Nc2ccc(C(N)=O)cc2)CC1=O (stereo not drawn),-7,8
CCSc1ccccc1C(=O)Nc1nncs1,-20,8
O=C1c2cnccc2CN1Cc1ccccc1,9,5
O=C(OCC(=O)N1CCCC1=O)c1cc(Cl)ccc1O,7,-3
Cc1ccc(NC(=O)CSc2nnc(Cn3cnc4ccccc43)o2)c(C)c1,6,1
CCOC(=O)C(NC(=O)CC)(Nc1ccc(S(N)(=O)=O)cc1)C(F)(F)F (stereo not drawn),-2,3
O=C1c2ccccc2C(O)(c2ccccc2)N1c1ccc([N+](=O)[O-])cc1Cl (stereo not drawn),-3,-11
CS(=O)(=O)c1cccc(-c2nnc(NC(=O)c3ccc(S(=O)(=O)N4CCCC4)cc3)o2)c1,1,3
CC(CCc1ccccc1)NC(=O)CCNC(=O)Cn1ccc2ccccc2c1=O (stereo not drawn),7,7
CCNC(=O)C(CCSC)NS(=O)(=O)c1ccc(C)cc1 (stereo not drawn),-8,11
Cc1cnc(C(=O)OCC(=O)NC(=O)c2ccccc2)cn1,5,0

# An excerpt from further up:
SMILES,TAG inh,TAG inh DAPI viability
CCOC(=O)C(NC(=O)CC)(Nc1ccc(S(N)(=O)=O)cc1)C(F)(F)F (stereo not drawn),-2,3
O=C1c2ccccc2C(O)(c2ccccc2)N1c1ccc([N+](=O)[O-])cc1Cl (stereo not drawn),-3,-11
CS(=O)(=O)c1cccc(-c2nnc(NC(=O)c3ccc(S(=O)(=O)N4CCCC4)cc3)o2)c1,1,3
CC(CCc1ccccc1)NC(=O)CCNC(=O)Cn1ccc2ccccc2c1=O (stereo not drawn),7,7
CCNC(=O)C(CCSC)NS(=O)(=O)c1ccc(C)cc1 (stereo not drawn),-8,11
Cc1cnc(C(=O)OCC(=O)NC(=O)c2ccccc2)cn1,5,0

# New compounds follow.
SMILES,TAG inh,TAG inh DAPI viability
O=C(C1CCC(CNS(=O)(=O)c2cccs2)CC1)N1CCCCC1 (stereo not drawn),-2,-5
CC12CN3CC(C)(CN(C1)C3c1cc(Br)ccc1O)C2=O (stereo not drawn),-6,3
CC1CCC(NC(=O)COC(=O)CNC(=O)c2ccc3ccccc3c2)CC1 (stereo not drawn),-13,1
Cc1cn([C@H]2C[C@H](O)[C@@H](CNCc3ccc(N4CCN(C)CC4)cc3F)O2)c(=O)[nH]c1=O,0,-2
O=C(NC(=S)Nc1ccc(N2CCOCC2)cc1)c1ccc2c(c1)OCCO2,5,4
Cc1ncn(C23CC4CC(CC(O)(C4)C2)C3)n1,19,2
CCCNC(=O)c1cc(C2CCCCN2C(=O)c2cc(OC)c(C)c(OC)c2)on1 (stereo not drawn),134,-105
CN(CC(=O)Nc1ccc(Cl)c(C(F)(F)F)c1)C(=O)c1ccccc1SCC(=O)N1CCCC1,5,6
O=C(c1cccc([N+](=O)[O-])c1)N1CCN(c2ccc(N3CCOCC3)nn2)CC1,1,-3
N#C/C(=C\c1ccc(O)c([N+](=O)[O-])c1)C(=O)NCc1ccccc1,4,-12
CCOc1ncccc1C(=O)Nc1cc2c(cc1Br)OCCO2,-50,-5
CC(Nc1cc(=O)n(C)c(=O)n1C)c1ccccc1 (stereo not drawn),6,-2
CC(=O)Nc1ccc(NC(=O)C(C)N2CCN(S(=O)(=O)c3ccc(C)cc3)CC2)cc1 (stereo not drawn),-2,6
O=C1C=C(OCc2ccccc2)CN1,-10,-18
O=C(CCC(=O)N1CCOc2ccc(Cl)cc21)NCc1ccccc1,6,-2
CCC(=O)N1CCN(c2ccccc2NC(=O)Cc2ccccc2)CC1,16,-7
COc1ccc(N2CC(NS(=O)(=O)c3ccc4ccccc4c3)CC2=O)cc1OC (stereo not drawn),-6,10
O=c1[nH]c2ccc(S(=O)(=O)N3CCCCC3)cc2[nH]c1=O,-20,2
COc1ccc(CCn2nnnc2C(CC(C)C)N2CCN(c3ncccn3)CC2)cc1OC (stereo not drawn),13,-14
CCN(CC)CCC(O)(c1ccc2c(c1)OCO2)c1cc(OC)c(OC)c(OC)c1 (stereo not drawn),5,13
COc1ccc(OC)c2c1sc(=NC(=O)C(C)C)n2C,8,1
CCc1ccc2c(CC(=O)Nc3cccc(S(=O)(=O)N4CCOCC4)c3)coc2c1,-6,3
C=CCn1c(SCc2ccc3nonc3c2)nnc1-c1cccs1,9,-11
C#CCOCCOCCOCCNc1nc(N2CCN(C(=O)Cn3cc(CCCN=C(N)N)nn3)CC2)nc(N2CCN(C(=O)Cn3cc(CC(C)O)nn3)CC2)n1 (stereo not drawn),10,-5
O=C(N/N=C/c1cnc(N2CCCCC2)s1)c1ccc(C(F)(F)F)cc1,5,-1
CC1CCN(C(=O)c2ccc(S(=O)(=O)N3CCCCCC3)cc2)CC1,-17,-2
O=C(CSc1nnc(CNC(=O)c2c(F)cccc2F)o1)c1ccc(Cl)cc1,0,-3
COc1ccc([N+](=O)[O-])cc1N(CC(=O)NCCSc1ccc(C)cc1)S(C)(=O)=O,-2,2
CCn1c(SCC(=O)N2CCOCC2)nc2c([nH]c3ccccc32)c1=O,14,-4
COc1ccc([C@H]2CC(=O)C=C(c3ccc(F)cc3OCc3ccccc3)C2)cc1,-50,0

# The last three entries of the part above come first, to join the parts.
SMILES,TAG inh,TAG inh DAPI viability
COc1ccc([N+](=O)[O-])cc1N(CC(=O)NCCSc1ccc(C)cc1)S(C)(=O)=O,-2,2
CCn1c(SCC(=O)N2CCOCC2)nc2c([nH]c3ccccc32)c1=O,14,-4
COc1ccc([C@H]2CC(=O)C=C(c3ccc(F)cc3OCc3ccccc3)C2)cc1,-50,0
Cc1c(N2C(=O)/C(=C\c3ccc(N(C)C)cc3)N(C)C2=S)c(=O)n(-c2ccccc2)n1C,14,-13
COc1ccc(OC)c(NS(=O)(=O)c2ccc(NC(C)=O)cc2)c1,-9,7
O=c1[nH]oc(O)c1-c1ncc(C(F)(F)F)cc1Cl,-3,6
COC(=O)CCCC(=O)NC(C)c1cnn(-c2ccccc2C)c1C (stereo not drawn),-11,-8
COC(=O)N[C@@H]1C[C@H]2[C@@H]3CC[C@H]4C[C@@H](OC)CC[C@]4(C)[C@H]3CC[C@]12C,-9,4
Cc1ncoc1C(=O)N1CCCC(C(=O)c2ccc(C(F)(F)F)cc2)C1 (stereo not drawn),-12,17
CC(=O)Nc1ccc(NC(=O)CSc2nnc(C3CC3)n2-c2ccccc2)cc1,5,-4
Cn1cnc(S(=O)(=O)N2CCCCC2c2cc(C(=O)Nc3ccc(F)c(Cl)c3)no2)c1 (stereo not drawn),1,3
CCOC(=O)NCC(C#CCN(CC)CC)N(CC)CC (stereo not drawn),1,2
COc1ccc(C(=O)NNC(=O)CSc2nc3c([nH]2)c(=O)n(C)c(=O)n3C)cc1,7,-6
Cc1ccccc1N(CC(=O)Nc1ccc(F)cc1)S(C)(=O)=O,7,-2
CC(C)(C)c1nn(-c2ccccc2)c2[nH]c(=O)c(CNCc3ccco3)cc12,17,-7
